MEP2 TOR yeast: yeast TOR pathway MEP2-GFP modulation. S. cerevisiae MEP2-GFP strain, flow cytometry GFP, 3 h; 100% = DMSO control level. AID 2016. 0.51% of 330,000 active. GFP response vs DMSO, % at 10 µM;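 active means GFP response versus DMSO above a set limit, roughly screen mean plus 3 SD, cut at about 180% in these data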;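 further: median GFP fluorescence of the barcode-gated MEP2-GFP cells per well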
CR mimetic SO: yeast age-related superoxide inhibition as caloric restriction mimetic; S. cerevisiae aged cells, superoxide DHE fluorescence; stronger effect = lower value; AID 2690; 0.18% of 330,000 active; superoxide response (% of plate mean), % at 10 µM;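 active means superoxide response under a set limit, about three screen SD below normal, cut at about 65% in these data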;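 further: yeast aged for seven days with compound at 30 °C before DHE staining; 100% = average MFI of all compound-treated wells on the plate with controls excluded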
RPL19A TOR yeast: yeast TOR pathway RPL19A-GFP modulation; S. cerevisiae RPL19A-GFP strain, flow cytometry, 3 h; stronger effect = lower value; percent response vs DMSO, % at 10 µM; 0.3% of 330,000 active; AID 2025;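 active means percent response vs DMSO below 50%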;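 further: median channel GFP fluorescence of the barcoded RPL19A-GFP strain; ratio of sample median GFP to plate DMSO average so 100% = DMSO; lower means less RPL19A-GFP as with rapamycin TOR inhibition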
CIT2-GFP yeast: alters CIT2-GFP fluorescence in TOR pathway yeast screen; AID 2029; GFP response vs DMSO, % at 10 µM; 0.065% of 320,000 active; S. cerevisiae CIT2-GFP strain, flow cytometry, 3 h; 100 means same as DMSO wells;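 active means GFP response relative to DMSO above a set limit, near the screen mean plus 3 SD, cut at about 150% in these data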;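 further: ratio of well median GFP fluorescence to mean of DMSO wells on the plate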
AGP1 TOR yeast: yeast TOR pathway AGP1-GFP modulation; S. cerevisiae AGP1-GFP multiplex flow cytometry, 3 h; GFP as percent of DMSO wells; GFP response vs DMSO, % at 10 µM; 0.02% of 320,000 active;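 active means GFP response relative to DMSO above a set limit, near screen average plus 3 SD, cut at about 150% in these data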;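 further: median GFP channel fluorescence of the gated AGP1 strain per well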
AHR activator: human AHR activation | P35869 | AHR-responsive luciferase reporter cells, luminescence | activation, % at 5 µM | 2.5% of 320,000 active; in the data active means activation above about 47%;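 further: 0% = vehicle wells and 100% = reference agonist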
Target sequence (P35869 whole entry, looked up): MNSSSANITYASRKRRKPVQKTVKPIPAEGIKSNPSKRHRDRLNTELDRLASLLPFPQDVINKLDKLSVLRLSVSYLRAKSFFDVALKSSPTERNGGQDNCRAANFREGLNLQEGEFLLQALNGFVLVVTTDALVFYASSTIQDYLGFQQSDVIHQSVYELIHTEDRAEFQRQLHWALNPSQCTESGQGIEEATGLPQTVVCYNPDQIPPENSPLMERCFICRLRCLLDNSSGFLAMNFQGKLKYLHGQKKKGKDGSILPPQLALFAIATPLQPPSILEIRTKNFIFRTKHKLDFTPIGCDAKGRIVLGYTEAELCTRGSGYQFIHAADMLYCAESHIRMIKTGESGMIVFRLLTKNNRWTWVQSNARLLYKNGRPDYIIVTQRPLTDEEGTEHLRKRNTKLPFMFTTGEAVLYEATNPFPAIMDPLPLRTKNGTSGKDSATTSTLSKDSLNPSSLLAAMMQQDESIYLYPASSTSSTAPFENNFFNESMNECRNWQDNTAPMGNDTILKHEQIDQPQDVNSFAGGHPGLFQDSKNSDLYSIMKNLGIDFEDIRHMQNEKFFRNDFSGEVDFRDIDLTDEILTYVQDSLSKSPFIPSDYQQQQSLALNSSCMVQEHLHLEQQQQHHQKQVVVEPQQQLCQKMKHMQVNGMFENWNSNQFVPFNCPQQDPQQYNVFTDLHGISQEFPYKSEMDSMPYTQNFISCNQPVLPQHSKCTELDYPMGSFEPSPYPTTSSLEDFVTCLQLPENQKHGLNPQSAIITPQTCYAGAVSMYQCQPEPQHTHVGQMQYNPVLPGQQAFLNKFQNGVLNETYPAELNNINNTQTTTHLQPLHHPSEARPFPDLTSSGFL
LAP4-GFP MLPCN: yeast TOR pathway LAP4-GFP modulation | GFP response vs DMSO, % at 10 µM | S. cerevisiae LAP4-GFP multiplex, flow cytometry GFP, 3 h; median GFP as percent of DMSO wells | 0.34% of 320,000 active | AID 2023;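 active means GFP response vs DMSO above a set limit, about the screen mean plus 3 SD, cut at about 150% in these data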
Efflux pump mplx: blocks antifungal efflux pumps in multiplex yeast assay; S. cerevisiae Candida pump triplex, Nile Red efflux; 0.44% of 330,000 active; inhibition, % at 10 µM; AID 485275;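 active means plate passing quality check with inhibition over a set limit, or well fluorescence over plate mean plus 4 SD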;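 further: Nile Red retained in pooled yeast measured as flow cytometry median fluorescence; 0% = buffer negative control and 100% = Enniatin B positive control; higher means more Nile Red kept so more efflux inhibition; some compounds called inactive have numbers as strong as hits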
An asterisk follows results filed as active; / = no result given.

SMILES	MEP2 TOR yeast	CR mimetic SO	RPL19A TOR yeast	CIT2-GFP yeast	AGP1 TOR yeast	AHR activator	LAP4-GFP MLPCN	Efflux pump mplx
O=C(CSc1nnc(-c2cccc(S(=O)(=O)N3CCCC3)c2)n1-c1ccccc1)Nc1ccc(C(=O)O)cc1	81	92	88	81	72	0	67	-0.1
CC(NS(=O)(=O)c1ccccc1)C(=O)NCc1ccco1 (stereo not drawn)	99	82	97	101	101	3	95	0.0
Cc1ccc2c(c1)C(=O)C(=O)N2Cc1ccc(Cl)cc1	106	95	97	98	103	12	116	0.0
CCCn1c(N)c(C(=O)CSc2nnc(C3CC3)n2-c2ccccc2)c(=O)[nH]c1=O	98	89	98	96	101	0	105	-0.1
O=c1ccc2cc(S(=O)(=O)N3CCN(c4ccccc4)CC3)ccc2[nH]1	100	105	101	108	102	0	104	-0.1
CCOC(=O)N1CCN(C(=O)c2ccc(Cl)c(NC(=O)c3cccs3)c2)CC1	111	126	102	104	111	3	105	0.2
COc1cccc(CC(=O)N2CCC(CCC(=O)Nc3cccc(OC)c3)CC2)c1	105	96	104	104	104	2	98	0.0
COCCNC(=O)C(C(=O)c1ccc(F)cc1)n1cc(C)ccc1=O (stereo not drawn)	94	100	102	102	91	-1	94	0.0
O=C(COC(=O)c1ccc2c(c1)OCCO2)NCCc1ccccc1	103	99	107	102	105	0	104	-0.1
CCOC(=O)N1CCN(C(=O)c2ccc3c(c2)N=C(CC)c2cc(C)ccc2S3)CC1	100	87	101	104	92	0	135	0.2
Cc1ccccc1NC(=O)CSc1n[nH]c(-c2ccccn2)n1	98	94	106	111	101	3	75	-0.3
CCC(=O)N1CCc2cc(S(=O)(=O)NCCC(=O)NCc3ccc(F)cc3)ccc21	102	95	101	103	108	0	104	0.2
CSc1cccc(NC(=O)c2cnn3ccccc23)c1	99	100	96	91	96	21	117	0.2
CC(C)(C)OC(=O)N1CCC(c2c(C(=O)NCC3CCN(C4CCCC4)C3)cnn2-c2ccccc2)CC1 (stereo not drawn)	101	99	96	106	99	1	98	0.1
COc1ccccc1CNCC(=O)Nc1ccc(N(C)C)cc1	97	118	104	99	101	39	96	2.3
CCN(CC)C(=O)[C@H]1CC(CC(=O)NCCCn2ccnc2)C(=O)N2CCc3c([nH]c4ccccc34)[C@]12C (stereo partly drawn)	96	96	103	110	104	0	95	-0.4
Cc1ccccc1CCN(C(=O)CN1C(=O)c2ccccc2S1(=O)=O)C(C(=O)NCC1CCCO1)c1ccncc1 (stereo not drawn)	100	94	104	101	100	-1	95	-0.1
Cc1cc(C)c(NC(=O)C2CCCN2CCC(C)C)c(C)c1 (stereo not drawn)	101	91	98	98	105	1	99	-0.1
CCOc1ccc(N2C(=O)CC(N3CCN(c4ccc(Cl)cc4)CC3)C2=O)cc1 (stereo not drawn)	110	105	103	99	97	1	101	0.1
COc1ccc(Cl)cc1C(=O)n1cnc2ccccc21	109	93	105	109	102	11	87	-0.3
CCCCC1=CC2=CC(=O)C(C)(OC(=O)CC)C(=O)C2=CN1C(CO)CO (stereo not drawn)	96	100	97	69	78	-1	109	0.0
COc1ccccc1N1CCN(C(=S)Nc2cccc(C)c2)CC1	100	88	103	102	98	-3	90	0.1
COc1cc2c(cc1OC)CN(CC(O)c1ccccc1)CC2 (stereo not drawn)	105	98	102	110	103	-1	91	0.0
Cc1ccc(S(=O)(=O)N2CCN(Cc3csc(C)n3)CC2)cc1	106	117	103	/	102	-1	101	0.0
Cc1cc(C(=O)Nc2cccc(C)c2C)c2ccccc2n1	94	108	101	103	100	10	90	-0.1
COC(=O)NCC(c1cccnc1)N1CCN(c2ccccc2F)CC1 (stereo not drawn)	101	85	98	103	102	2	101	-0.1
CCOCCCn1c(C)nc2c(c1=O)c1nc3ccccc3nc1n2-c1ccc2c(c1)OCCO2	95	104	100	96	109	-2	114	-0.1
CCCCCCOc1ccc(C(=O)O)cc1	107	103	103	96	97	0	123	-0.2
COc1ccc(C(=O)N(NC(=O)Oc2ccccc2)C(C)(C)C)cc1	93	116	101	101	95	-4	85	-0.1
NS(=O)(=O)c1ccc(NC(=O)CCC(=O)c2cccs2)cc1	110	96	104	84	81	14	90	0.6
CCCSc1nnc(CNS(=O)(=O)c2ccc(C)cc2)n1C	112	105	95	145	117	2	102	0.1
CCc1csc(CCNC(=O)C2CCC(=O)N(CCc3cccc(F)c3)C2)n1 (stereo not drawn)	91	95	101	109	85	/	63	0.0
Cc1cccc(OCC(O)CN2CCN(c3ccccn3)CC2)c1C (stereo not drawn)	105	89	103	113	105	1	109	0.0
COc1ccc(C2=NN(S(C)(=O)=O)C(c3ccc4nccnc4c3)C2)cc1 (stereo not drawn)	102	85	99	97	98	25	93	-0.1
COc1ccc(N2CCN(C(=O)COC(=O)c3ccc(Cl)nc3)CC2)cc1	95	98	93	93	91	0	93	-0.1
Clc1ccc(-c2nnc(-c3cccc4ccccc34)o2)cc1Cl	94	110	101	93	106	-2	105	0.2
O=C(CCn1c(=O)oc2ccccc21)Nc1ccc(C(=O)O)cc1	94	98	94	100	93	0	85	-0.6
Cc1csc(NC(=O)C(CC(C)C)NS(=O)(=O)c2ccc3c(c2)oc(=O)n3C)n1 (stereo not drawn)	111	115	101	98	106	3	96	1.0
COc1ccc(C2SCC(=O)N2c2c(C)n(C)n(-c3ccccc3)c2=O)cc1OC (stereo not drawn)	97	105	99	105	103	-3	91	-0.2
O=C(c1ccccc1Cc1ccccc1)N1CCN(S(=O)(=O)c2ccccc2[N+](=O)[O-])CC1	102	74	97	96	104	1	106	-0.1
C=CCNC(=O)c1c(Cl)nc(C)c([N+](=O)[O-])c1C	103	107	103	94	101	-2	96	0.3
Cc1cccc(NC(=S)NCCC(C)C)c1	107	90	105	97	100	2	98	-0.3
NS(=O)(=O)c1ccc(NC(=S)N2CCN(c3ccccc3)CC2)cc1	106	98	105	102	108	-2	105	3.6*
O=C1CCC(C(=O)OCC(=O)Nc2cc(Cl)ccc2F)=NN1	106	112	100	105	99	0	94	-0.1
Cc1cc(=O)oc2ccc(OCC(=O)N3CCC(C)CC3)cc12	98	88	99	93	102	6	96	0.0
C=CC1=C(C(=O)O)N2C(=O)C(NC(=O)Cc3ccccc3)C2SC1 (stereo not drawn)	95	100	96	95	96	-2	92	-0.1
Cc1cc(C)n(-c2cccc(C(=O)O)c2)n1	88	100	94	95	88	-2	85	0.0
COc1ccc(C(C)C)cc1S(=O)(=O)NCc1ccccn1	96	103	97	100	103	0	93	0.2
CCCn1c(CCC(=O)O)nc2cc(S(N)(=O)=O)ccc21	100	113	95	91	97	-1	103	-0.1
COc1cccc(/C=N/NC(=O)c2cnccn2)c1OC	97	118	98	102	113	9	107	-0.2

(listing goes on)
SMILES	MEP2 TOR yeast	CR mimetic SO	RPL19A TOR yeast	CIT2-GFP yeast	AGP1 TOR yeast	AHR activator	LAP4-GFP MLPCN	Efflux pump mplx
Nc1nc(-c2ccc(Br)cc2)cs1	105	99	100	105	97	9	100	0.0
CCc1ccc(NC(=O)CSc2nc(=O)n(CCN(C)C)c3c2CCCC3)cc1	104	82	93	108	98	1	102	-0.1
O=C(NC1CCN(C(=S)Nc2ccccc2Cl)CC1)C1CCCCC1	102	92	102	114	105	1	102	0.4
c1ccc(SCCOCCn2cncn2)cc1	106	105	105	87	96	6	87	-0.1
CCC1CCCCN1CCCNC(=O)c1ccc(CS(=O)(=O)c2ccccc2C)o1 (stereo not drawn)	103	107	102	104	99	1	100	0.1
Cc1cc(C)n(C(C)CNC(=O)c2ccc3c(c2)OCO3)n1 (stereo not drawn)	94	98	99	91	92	16	103	-0.1
CSc1ccccc1C(=O)Nc1cc2c(cc1C(=O)O)OCCCO2	104	130	101	111	104	5	99	0.1
NNC(=O)C1CC1c1ccc(Cl)cc1 (stereo not drawn)	96	98	99	91	88	10	86	0.3
O=C(N1CCOCC1)N1CCN(S(=O)(=O)c2cccc([N+](=O)[O-])c2)CC1	101	110	103	99	90	1	83	1.8*
CCOC(=O)CSc1nnc(CNc2cccc(Cl)c2)n1C	91	97	94	94	91	3	88	-0.1
O=C(NCCc1ccc(Cl)cc1)C(=O)c1c[nH]c2ccccc12	98	112	96	91	99	10	101	-0.2
CCCCC(=O)Nc1cccc(-c2csc(-c3ccccc3)n2)c1	111	101	109	98	105	69*	102	-0.1
COC(=O)c1c(NC(=O)c2ccco2)sc2c1CCN(C(C)=O)C2	103	97	104	101	77	6	76	1.1*
COC(=O)c1ccccc1NC1=C/C(=N\S(=O)(=O)c2ccc(C(=O)O)cc2)c2ccccc2C1=O	100	124	103	109	100	62*	102	0.1
O=C(COC(=O)C1=COCCO1)NCCCc1ccccc1	105	110	103	109	105	0	104	0.1
CC/C(=C(/CC)c1ccc(O)cc1)c1ccc(O)cc1	96	111	108	108	101	/	131	-0.2

Part of the list above, limited to CR mimetic SO:
structure,CR mimetic SO
CCCCC(=O)Nc1cccc(-c2csc(-c3ccccc3)n2)c1,101
COC(=O)c1c(NC(=O)c2ccco2)sc2c1CCN(C(C)=O)C2,97
COC(=O)c1ccccc1NC1=C/C(=N\S(=O)(=O)c2ccc(C(=O)O)cc2)c2ccccc2C1=O,124
